Screening data deposited in PubChem by several laboratories.
human PMI inhibitors: human PMI inhibitors, high substrate, primary screen, biochemical, fluorescence intensity, high mannose 6-phosphate (AID 1220); recombinant PMI enzyme, coupled fluorescence intensity; higher % means a stronger effect; inhibition, % at 20 µM, or IC50 in µM where a hit was titrated; 190,000 tested, 0.66% active
M17LAP inhibition: P. falciparum M17LAP inhibitors, primary screen, biochemical, fluorogenic H-Leu-NHMec substrate, 1536-well (AID 1619); recombinant M17LAP, H-Leu-NHMec fluorogenic kinetic assay; higher % means a stronger effect; 220,000 tested, 0.38% active; inhibition, % at 30 µM, or IC50 in µM where a hit was titrated; Leucine aminopeptidase (Plasmodium falciparum (isolate 3D7));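 active = compound inhibiting the enzyme by more than half at any dose during confirmatory dose-response retesting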;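 note: plate controls were full reaction with DMSO carrier for no effect and no enzyme background for full effect; strong numbers were not always called active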
Yfh1-off respiration: enhancers of respiration in Yfh1-depleted yeast, dose response, Friedreich's ataxia, plus single-dose screen (AID 1465) | fold induction at 50 µM, or EC50 in µM where a hit was titrated | S. cerevisiae Yfh1-off respiration, WST-1 reduction, 72 h; higher fold induction means a stronger effect | 220,000 tested, 0.074% active;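 active = fold induction of absorbance versus untreated yeast above a set limit, then at least 30% activation at any dose in follow-up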;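 note: activators that raise dye reduction in frataxin-depleted yeast; strong numbers were not always called active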
WT yeast gro inh: growth inhibition of WT strain, primary screen, mitochondrial fusion inhibitor project, WT and mutant strains, chemical genetic; mitochondrial fusion phenotypic screen; inhibition, % at 10 µM; 190,000 tested, 2.1% active; in the data active = inhibition above about 58%; tested in S. cerevisiae
M1AAP inhibition: P. falciparum M1AAP inhibitors, biochemical, fluorogenic H-Leu-NHMec substrate, 1536-well (AID 1445) | Aminopeptidase N (Plasmodium falciparum (isolate 3D7)) | recombinant M1AAP, H-Leu-NHMec fluorogenic kinetic assay; higher % means a stronger effect | inhibition, % at 30 µM, or IC50 in µM where a hit was titrated | 220,000 tested, 0.42% active;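 active = primary inhibition above the hit cutoff, then over 50% inhibition at one or more dose response concentrations, cut at about 23% in these data, passing the limit was not always enough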;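 note: plate controls were DMSO full reaction for no effect and no enzyme background for full effect; strong numbers were not always called active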
XIAP displacement: XIAP antagonists, biochemical, IAP family, fluorescence polarization (AID 1018); XIAP BIR domain, fluorescence polarization peptide displacement; higher % means a stronger effect; displacement, % at 20 µM, or IC50 in µM where a hit was titrated; 200,000 tested, 0.007% active; in the data active = displacement above about 50%; note: a part of the inactive calls stands beside numbers as strong as those of hits
human PMI inhibition: inhibitors of human PMI, primary screen, biochemical, fluorescence intensity, coupled assay (AID 1209); 190,000 tested, 0.42% active; purified PMI enzyme, coupled fluorescence intensity; higher % means a stronger effect; inhibition, % at 20 µM; hits with a dose series show IC50 in µM;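 note: plate controls were DMSO vehicle for no effect and wells lacking substrate for full effect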
LYP phosphatase: inhibitors of LYP phosphatase, biochemical, fluorescence intensity, uHTS (AID 1779). Tyrosine-protein phosphatase non-receptor type 22 (Homo sapiens). recombinant LYP phosphatase, fluorescence intensity; higher % means a stronger effect. inhibition, % at 11.5 µM; hits with a dose series show IC50 in µM. 290,000 tested, 0.054% active;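 note: plate controls were vehicle with enzyme for no effect and no enzyme for full effect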
TNAP activators: human TNAP enzyme activators, primary screen, biochemical, luminescent, no phosphate acceptor, uHTS (AID 1001); purified TNAP, luminescent activation assay, no phosphate acceptor; higher activation fold means a stronger effect; 200,000 tested, 0.03% active; one-dose activation fold at 20 µM; EC50 in µM for titrated hits; in the data active = activation fold from about 3, or a potency from the dose series; inactive = the rest, 99 in 100 with activation fold below about 1.6; note: many of its hits are not listed in these tables
WT yeast gro inh mutant strain: further read-out of WT yeast gro inh, marked with its call; inhibition, %; mitochondrial fusion phenotypic screen, mutant strain inhibition
* = called active by the depositor; i = inactive; x = not tested or not shown. Cut-off read from the data, not from the text of the source, unless noted: active = inhibition above about 50%; inactive = the rest.

SMILES	human PMI inhibitors	M17LAP inhibition	Yfh1-off respiration	WT yeast gro inh	WT yeast gro inh mutant strain	M1AAP inhibition	XIAP displacement	human PMI inhibition	LYP phosphatase	TNAP activators
CC(C)(C)c1csc(NC(=O)Nc2ccccc2)n1	8%	6%	i	13	-19	0%	-0.4%	13%	3%	1.1
O=C(NCc1ccco1)c1ccc(Cl)c(S(=O)(=O)N2CCc3ccccc32)c1	4%	2%	i	39	5	6%	-0.5%	13%	-4%	1
CC(C)(C)c1ccc(NC(=O)COC(=O)c2ccc([N+](=O)[O-])s2)cc1	1%	-8%	i	92*	89*	9%	-7.9%	-1%	-5%	0.9
Cc1ccc(N2CC(=O)N(CC(=O)O)C2=O)cc1	-14%	-2%	i	-2	-7	2%	-12%	-34%	-1%	1
COc1ccccc1/C=N/NC(=O)c1ccc(NC(=O)c2ccccc2Br)cc1	7%	-7%	i	-11	-18	-1%	-1.2%	7%	6%	1
CC(=O)Nc1ccc(NC(=O)Cn2cnc3c(nnn3Cc3ccc(F)cc3)c2=O)cc1	11%	-2%	i	2	2	5%	-5.5%	11%	-8%	1
CC(NS(=O)(=O)c1ccc([N+](=O)[O-])cc1)C(=O)NN (stereo not given)	1%	5%	i	-3	-1	2%	-2.7%	-9%	-6%	1
CSc1nsc(/C=C/Nc2cccc(Cl)c2)c1C#N	-51%	-2%	i	4	-8	7%	-8.9%	-20%	-7%	1.1
O=C(CCc1nc(-c2ccccn2)no1)NCc1ccc2c(c1)OCO2	x	-10%	i	x	x	2%	x	x	-7%	x
CCC(C)(CC(=O)O)CC(=O)Nc1cc(C(F)(F)F)cc(C(F)(F)F)c1 (stereo not given)	x	-7%	i	x	x	2%	x	x	-3%	x
O=C(c1ccc(CS(=O)(=O)c2ccccc2)o1)N1CCN(c2ncccn2)CC1	-3%	12%	i	2	-10	10%	-1.0%	-4%	-10%	1.2
CN(CC(=O)Nc1ccc2c(c1)OCCO2)S(=O)(=O)c1ccc(Br)s1	10%	16%	i	8	-18	13%	-5.5%	9%	-6%	1.1
CCOC(=O)c1c(C)[nH]c(C(=O)OCC(=O)Nc2ccc(OC)c(Cl)c2)c1C	6%	2%	i	0	4	-2%	-25%	12%	2%	1.1
Cc1ccc(C2(c3noc(CN(C)CCO)n3)CCCC2)cc1	-10%	-3%	i	3	12	-1%	-2.6%	-2%	-5%	1.1
Cc1c(Cc2c(C)n(C)n(-c3ccccc3)c2=O)c(=O)n(-c2ccccc2)n1C	-8%	4%	i	5	-10	-3%	-1.9%	-17%	0%	1
Cc1ccc(SCc2cn3ccccc3n2)cc1	x	2%	i	x	x	-1%	x	x	-7%	x
Cc1nc(Cl)c(C(=O)NCCC(C)C)c(C)c1[N+](=O)[O-]	14%	-7%	i	10	2	-5%	-26%	12%	-7%	1.1
CN(C)S(=O)(=O)Nc1ccc2c(c1)OCO2	-7%	3%	i	-10	0	7%	-2.8%	-14%	-11%	1.1
CCOC(=O)N1C=CC(C)=C[C@@H]2[C@@H](N3C(=O)c4ccccc4C3=O)C(=O)N21	30%	12%	i	-20	4	12%	0.3%	-2%	-4%	1.1
O=C(N/N=C/c1ccc(Br)s1)Nc1ccccc1	2%	10%	i	13	35	10%	-11%	0%	2%	1.1
CCc1cc(C(=O)O)c(NC(=O)c2cc(OC)c(OC)c(OC)c2)s1	12%	4%	i	20	-8	-1%	-18%	6%	-5%	1.1
Fc1ccccc1N1CCN(c2ncnc3[nH]ncc23)CC1	2%	-10%	x	-8	2	6%	-4.1%	5%	-7%	1.7
CN(C)/C(CN1CCOCC1)=C1\N=C(c2ccccc2)OC1=O	6%	31%	i	7	4	8%	-0.9%	6%	-1%	1
Cc1ccc(/C=N/n2c(C3CCCCC3)n[nH]c2=S)s1	-5%	0%	i	5	9	-1%	-3.2%	3%	3%	0.8
CCN(CC)C(=O)CSc1nc(N)c(C#N)c(-c2cccs2)c1C#N	1%	-4%	i	-13	-7	10%	7.5%	-5%	-2%	1.1
CCN(CC)c1ccc(NC(=O)c2ccccc2OCC(=O)OC)cc1	18%	-5%	i	14	7	5%	-8.7%	9%	5%	1.1
O=C(COc1ccc(S(=O)(=O)N2CCCC2)cc1Cl)NCc1ccco1	14%	15%	i	-19	3	5%	1.0%	13%	-7%	1.1
O=c1[nH]c2cc3c(cc2cc1C(c1nnnn1CC1CCCO1)N1CCCCCC1)OCO3 (stereo not given)	-75%	-1%	i	20	14	1%	-0.7%	-45%	-10%	1
c1ccc(OCCOCCN2CCOCC2)cc1	-6%	14%	i	-12	4	7%	0.1%	-2%	-1%	1.2
CCOCCCN1CC(C(=O)NCCc2ccccc2)CC1=O (stereo not given)	-4%	1%	i	-21	-12	10%	-6.4%	-4%	-4%	1.1
N#Cc1cc2ccccc2nc1SCc1ccccn1	-11%	4%	i	12	28	12%	-4.5%	-20%	-6%	1.1
O=C(NCN1CCc2ccccc2C1)c1cnccn1	-2%	9%	i	5	-4	5%	-3.3%	-4%	-7%	1
O=C1CCN(C(=O)Nc2ccccc2)N1	-92%	88%	i	9	6	1%	-1.3%	-30%	-7%	1.1
CCOC(=O)Nc1ccc2nc(Sc3ccc(Cl)cc3)sc2c1	x	3%	i	x	x	-3%	x	x	0%	x
C=CCC1(N(C(C)=O)c2ccccc2C)CCCCC1	2%	4%	i	54	43	13%	-3.7%	10%	3%	1.1
COc1ccccc1NC(=O)CSc1nnnn1-c1ccc(C(=O)O)cc1	-9%	24%	i	-11	10	6%	-3.2%	-8%	-7%	1
N/C(=N\OC(=O)CCC1CCCCC1)c1ccc([N+](=O)[O-])cc1	10%	12%	x	1	21	6%	-2.7%	9%	1%	1
COc1cc(CNc2cccc(C(=O)O)c2)cc(Br)c1OCC(=O)NC(C)(C)C	6%	20%	i	-31	-20	-1%	-1.2%	-18%	1%	1
Cc1cccc(C)c1NC(=O)N1C(C(=O)O)CSC1C(=O)O (stereo not given)	17%	6%	i	0	2	12%	-8.5%	4%	12%	1
Cc1ccccc1C(=O)N1CCN(C(c2ccccc2)c2ccccc2)CC1	x	23%	i	x	x	4%	x	x	1%	x
CCNc1nc(NC(C)CC)nc(Oc2ccc(OCC)nn2)n1 (stereo not given)	0%	-8%	i	-15	-16	9%	-8.6%	1%	-7%	1.1
O=C(Nn1c(-c2ccncc2)nc2ccccc2c1=O)c1ccccc1Br	-5%	19%	i	-10	2	14%	-3.2%	1%	-3%	1
C/C(CCc1ccccc1)=N/NC(=O)C(=O)NC(C)c1ccccc1 (stereo not given)	3%	-7%	i	-13	11	10%	-12%	1%	-8%	1
Nc1nc2ccccc2n1C(=O)c1ccc(F)cc1	3%	x	i	16	0	x	-5.6%	1%	-3%	1.3
Cc1ccnc2nc(C(=O)NCCc3ccc(F)cc3)nn12	-13%	-18%	i	-10	-20	2%	-3.5%	-2%	-5%	1
Cc1ccc(S(=O)(=O)/C(C#N)=C/c2c(Oc3ccc(Cl)cc3)nc3c(C)cccn3c2=O)cc1	6%	4%	i	30	9	6%	1.0%	12%	-4%	1.1
C=CCNC(=O)C(=O)NN=C1CCN(C)CC1	-12%	-8%	i	3	6	6%	-3.7%	-5%	-8%	1.1
CCOC(=O)C1(CC2CCCCO2)CCN(C(=O)Nc2ccccc2)CC1 (stereo not given)	-12%	1%	i	10	-18	1%	21%	-5%	-1%	1
CCN(CC)c1nc(C#N)cc(-c2ccc(OC)cc2)n1	16%	9%	i	2	4	3%	-0.9%	14%	-6%	1.1
c1ccc(CSc2ccc3nnc(-c4ccccn4)n3n2)cc1	-6%	5%	i	8	10	5%	-6.4%	-5%	1%	1.1
COC(=O)c1ccc(Nc2nnc(-c3ccc(C)c(S(=O)(=O)NCC4CCCO4)c3)c3ccccc23)cc1 (stereo not given)	18%	1%	i	-1	-4	5%	-6.4%	19%	6%	1.1
CCOCCCNS(=O)(=O)c1ccc2c(c1)CCN2C(C)=O	7%	-5%	i	-12	1	5%	-19%	4%	-2%	1.1
Cc1ccc(NC(=O)CCS(=O)(=O)c2ccccc2)cc1S(=O)(=O)N1CCOCC1	1%	-7%	i	-5	9	4%	-1.4%	-5%	2%	1.1
Cc1ccc(S(=O)(=O)NNC(=O)C2CC=CCC2C(=O)O)cc1 (stereo not given)	-8%	-3%	i	-12	6	3%	-9.2%	-26%	-9%	1
COc1cc(OC)c(OC)cc1CN1CCN(c2ccccc2OC)CC1	-2%	12%	i	-14	0	3%	-4.5%	3%	-7%	1
COc1ccccc1N1CCN(C(=O)CCCC2=NS(=O)(=O)c3ccccc3N2)CC1	12%	14%	x	-2	-5	1%	-12%	12%	-4%	1.1
O=C(Nc1ccc2nc(-c3cccs3)[nH]c2c1)c1cccs1	11%	-8%	i	1	0	13%	-21%	17%	7%	1
COC(=O)c1ccc(N2C(=O)CC(N3CCN(C(=O)c4ccco4)CC3)C2=O)cc1 (stereo not given)	-1%	6%	i	-9	4	0%	-1.1%	2%	-5%	1.1
CC(C)c1cc(C(=O)O)c2ccccc2n1	x	i	i	x	x	0%	x	x	-4%	x
O=[N+]([O-])c1ccc(CN2CCOCCOCCN(Cc3ccc([N+](=O)[O-])cc3)CCOCC2)cc1	2%	-7%	i	3	12	9%	-7.2%	7%	-1%	1.1

Complete entries, looked up by structure.
Record of `CCNc1nc(NC(C)CC)nc(Oc2ccc(OCC)nn2)n1` (stereo not given) → human PMI inhibitors = 0%; M17LAP inhibition = -8%; Yfh1-off respiration = i; WT yeast gro inh = -15; WT yeast gro inh mutant strain = -16; M1AAP inhibition = 9%; XIAP displacement = -8.6%; human PMI inhibition = 1%; LYP phosphatase = -7%; TNAP activators = 1.1
Record of `c1ccc(CSc2ccc3nnc(-c4ccccn4)n3n2)cc1` → human PMI inhibitors = -6%; M17LAP inhibition = 5%; Yfh1-off respiration = i; WT yeast gro inh = 8; WT yeast gro inh mutant strain = 10; M1AAP inhibition = 5%; XIAP displacement = -6.4%; human PMI inhibition = -5%; LYP phosphatase = 1%; TNAP activators = 1.1

The list continues.
SMILES	human PMI inhibitors	M17LAP inhibition	Yfh1-off respiration	WT yeast gro inh	WT yeast gro inh mutant strain	M1AAP inhibition	XIAP displacement	human PMI inhibition	LYP phosphatase	TNAP activators
CN1Cc2cccc3c2C(Cc2ccccc2S3)C1 (stereo not given)	3%	11%	i	1	20	2%	-1.9%	0%	-3%	1.1
O=C1CC(c2ccccc2)c2ccccc21 (stereo not given)	1%	-5%	i	-2	14	1%	-1.3%	-1%	-8%	1.1
O=C(N/N=C/c1ccc(Cl)cc1)c1cc2c(s1)-c1ccccc1CC2	12%	1%	i	10	24	3%	-5.7%	15%	-10%	1.1
CCOC(=O)c1cc2sccc2n1CCCN1C(=O)c2ccccc2C1=O	4%	-7%	i	32	-1	6%	-2.8%	4%	-5%	1.1

An excerpt of these results, in CSV form.
Compound,human PMI inhibitors,M17LAP inhibition,Yfh1-off respiration,WT yeast gro inh,WT yeast gro inh mutant strain,M1AAP inhibition,XIAP displacement,human PMI inhibition,LYP phosphatase,TNAP activators
CN1Cc2cccc3c2C(Cc2ccccc2S3)C1 (stereo not given),3%,11%,i,1,20,2%,-1.9%,0%,-3%,1.1
O=C1CC(c2ccccc2)c2ccccc21 (stereo not given),1%,-5%,i,-2,14,1%,-1.3%,-1%,-8%,1.1

Rows were taken by chance. Share with any hit: about 3.7%.
